GLA spleen mod = inhibitors or activators of human alpha-galactosidase in spleen homogenate; P06280; human spleen homogenate, 4MU-alpha-Gal fluorescence, 40 min; Potency, µM (top dose mostly 80 µM), for the others: top-dose activity change, negative = inhibition, actives largely listed as inhibitors; hit rate 0.008% among 240,000; AID 2107;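 note: 0% = enzyme with vehicle and -100% = no enzyme basal signal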
Target sequence (P06280 32-429 limits assumed): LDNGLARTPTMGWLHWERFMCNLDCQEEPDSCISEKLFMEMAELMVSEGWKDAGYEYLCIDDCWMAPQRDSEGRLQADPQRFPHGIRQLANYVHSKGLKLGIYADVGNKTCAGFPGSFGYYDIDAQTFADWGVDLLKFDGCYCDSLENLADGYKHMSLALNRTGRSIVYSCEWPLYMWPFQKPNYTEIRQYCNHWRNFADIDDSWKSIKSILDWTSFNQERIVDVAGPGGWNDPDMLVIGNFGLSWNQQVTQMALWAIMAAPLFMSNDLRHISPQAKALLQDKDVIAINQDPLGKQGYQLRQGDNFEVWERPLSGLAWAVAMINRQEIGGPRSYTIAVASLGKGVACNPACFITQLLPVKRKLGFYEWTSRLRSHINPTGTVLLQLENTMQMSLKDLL
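Human spleen homogenate (1 ug) was the enzyme source, with 4-methylumbelliferyl-alpha-D-galactopyranoside (1 mM final) in pH 5.0 citrate buffer with 0.01% Tween-20. Compounds were titrated; after 40 min at 37C, NaOH/glycine stop, 4-MU fluorescence read; AC50 from Hill fits.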
GoLoco inh red = blocks human Gai1 binding to RGS12 GoLoco peptide, red readout; P63096; Gai1:RGS12 GoLoco peptide FP, rhodamine, 10 min; Potency, µM (highest dose often 61.6 µM), without a hit: at the highest dose activity, negative = inhibition, actives largely listed as inhibitors; hit rate 0.44% among 230,000; active = well fitted inhibition curve with a large enough effect, not every such curve was filed as active; inactive = no such curve, though single readings can be large or run the other way; note: % is set by controls: 0 for no effect and ±100 for the full control effect; nearly all actives have a fitted effect of over 30% in size; many of its hits are not listed in these tables
Target sequence (P63096 whole entry, looked up): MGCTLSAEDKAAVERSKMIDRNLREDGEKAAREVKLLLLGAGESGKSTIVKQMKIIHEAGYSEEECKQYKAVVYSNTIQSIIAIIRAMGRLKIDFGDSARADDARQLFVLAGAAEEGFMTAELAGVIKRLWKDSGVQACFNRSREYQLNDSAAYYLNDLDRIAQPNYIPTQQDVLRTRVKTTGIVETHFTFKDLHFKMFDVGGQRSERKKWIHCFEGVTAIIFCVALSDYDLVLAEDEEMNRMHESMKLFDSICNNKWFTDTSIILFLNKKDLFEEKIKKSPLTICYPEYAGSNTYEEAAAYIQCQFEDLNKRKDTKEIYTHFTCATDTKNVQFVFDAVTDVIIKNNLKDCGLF
GAA inhib = alpha-glucosidase (human) inhibition; P10253; purified human GAA, 4-MU-alpha-glucoside fluorescence; Potency, µM (doses to about 76.9 µM), inactives show top-dose activity change, negative = inhibition, usual class: inhibitors; hit rate 0.005% among 200,000;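 note: plate controls were uninhibited enzyme wells for no effect and no-enzyme background for full effect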
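Fluorescence at Ex 365/Em 440 nm from 4-methylumbelliferone reported enzyme activity after 20 min at room temperature. Reactions used 4 nM enzyme and 400 uM substrate at pH 5.0; curves fitted with the Hill equation.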
SMN2 splice enh = SMN2 splice variant enhancement | HEK293 SMN2-luciferase splicing reporter, luminescence, 30-36 h | Potency, µM (highest dose often 46.1 µM), for inactives: top-dose activity change, positive = activation, most hits filed as activators | hit rate 2.8% among 210,000 | AID 1458; note: % of control where 0% means no effect; nearly all actives have a fitted effect of over 55% in size
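HEK293 cells carry an SMN2 minigene-luciferase reporter in which exon 7 inclusion puts luciferase in frame. Cells were seeded at 2000 cells/well, attached for 10-12 hours, then exposed to compounds for 30-36 hours at 37C before ONE-Glo luminescence.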
ALDH1A1 block = inhibitors of human aldehyde dehydrogenase 1A1; Purified ALDH1A1, NADH fluorescence, propionaldehyde substrate; Potency, µM (doses to about 75.3 µM), without a hit: at the highest dose activity, negative = inhibition, actives largely listed as inhibitors; hit rate 7.3% among 220,000; active = well fitted inhibition curve with a large enough effect, not every such curve was filed as active; inconclusive = small, poorly fitted or top-dose-only effect, or another doubt; inactive = no such curve, though single readings can be large or run the other way;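 note: plate controls were no enzyme wells and a reference inhibitor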
JMJD2E inh = JMJD2E (human) inhibition; JMJD2E catalytic domain, FDH-coupled NADH fluorescence (FDH is formaldehyde dehydrogenase); Potency, µM (titrated, usually from 57.1 µM), for the others: at the top dose activity change, negative = inhibition, usual class: inhibitors; hit rate 1.6% among 230,000; B2RXH2; active = well fitted inhibition curve with a large enough effect, not every such curve was filed as active; inconclusive = small, poorly fitted or top-dose-only effect, or another doubt; inactive = no such curve, though single readings can be large or run the other way;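 note: 0% = wells with enzyme and -100% = buffer wells without enzyme; nearly all actives have a fitted effect of over 50% in size; many of its hits are not listed in these tables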
Target sequence (B2RXH2 1-337 limits assumed): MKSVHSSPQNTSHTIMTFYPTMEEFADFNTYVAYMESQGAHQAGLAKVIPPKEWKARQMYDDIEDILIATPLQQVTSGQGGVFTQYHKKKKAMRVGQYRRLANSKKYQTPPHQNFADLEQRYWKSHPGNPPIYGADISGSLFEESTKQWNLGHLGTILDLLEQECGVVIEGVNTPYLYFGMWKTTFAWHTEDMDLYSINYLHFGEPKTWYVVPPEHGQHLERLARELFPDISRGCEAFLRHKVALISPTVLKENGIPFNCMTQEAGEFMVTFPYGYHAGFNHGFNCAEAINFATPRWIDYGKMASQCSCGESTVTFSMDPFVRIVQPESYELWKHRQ
GAA glycogen mod = alters human alpha-glucosidase cleavage of glycogen | P10253 | recombinant GAA, glycogen substrate, Amplex Red glucose oxidase fluorescence | Potency, µM (series often up to 76.4 µM), without a hit: at the highest dose activity change, negative = inhibition, actives largely listed as inhibitors | hit rate 0.38% among 300,000;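 note: 0% = full enzyme reaction and -100% = no-enzyme basal signal; the screen sought inhibitors and activators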
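Natural-substrate format: glycogen cleavage by 4 nM human enzyme, glucose read by Amplex Red coupling (Ex 573, Em 610 nm). Normalized to enzyme and no-enzyme controls.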
GAA spleen mod = inhibitors or activators of human alpha-glucosidase in spleen homogenate; Potency, µM (top dose mostly 79.9 µM), inactives show at the top dose activity change, negative = inhibition, most hits filed as inhibitors; human spleen homogenate, 4-MU-alpha-glucoside fluorescence; hit rate 0.006% among 240,000; AID 2112; P10253;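 note: 0% = enzyme with vehicle and -100% = no enzyme basal signal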
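AC50 values come from Hill-equation fits of concentration-response data, normalized to no-enzyme and full-activity controls. Enzyme source: 1 ug human spleen homogenate; 1 mM fluorogenic 4-MU glucoside, pH 5.0 citrate buffer, 37 C, 40 min.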
* marks the source's active call; other numbers are inactive results; [ ] = remark or other dose. Unless noted, calls come from the whole dose curve; as a rule, active = well fitted curve in the direction sought with a large enough effect; inconclusive = small, poorly fitted or top-dose-only effect, or another doubt; inactive = no such curve, though single readings can be large; an effect the other way counts as inactive or inconclusive. Potency is the fitted concentration of half-maximal effect.

For N#Cc1cnn2c(-c3cccc(C(F)(F)F)c3)ccnc12 the results were GLA spleen mod 5.2%, GoLoco inh red 8.4%, JMJD2E inh inconclusive, GAA glycogen mod 1.0% and GAA spleen mod -3.6%.
For CCN1CCN(Cc2cc(=O)oc3ccc(C)cc23)CC1 the results were GLA spleen mod 3.2%, GoLoco inh red 16.0%, JMJD2E inh inconclusive, GAA glycogen mod -2.5% and GAA spleen mod 1.9%.
Screening CCOCCCN(C(=O)Cn1nnc(-c2ccc(C)o2)n1)C(C(=O)NCC1CCCO1)c1ccc(F)cc1 (configuration not stated) returned GLA spleen mod -14.5%, GoLoco inh red 7.4%, JMJD2E inh -13.5%, GAA glycogen mod 3.8% and GAA spleen mod 4.9%.
`Nc1nc(N)c2sc3nc(C(F)(F)F)cc(C(F)(F)F)c3c2n1` gave GLA spleen mod -11.6%, GoLoco inh red 0.4%, GAA inhib -9.8%, SMN2 splice enh -16.4%, ALDH1A1 block 13.1%, JMJD2E inh 7.0%, GAA glycogen mod -13.5% and GAA spleen mod -12.4%.
Screening Nc1nc(-c2ccco2)nn1C(=O)c1ccc(Cl)cc1 returned GLA spleen mod 3.6%, GoLoco inh red -12.7%, GAA inhib 4.7%, SMN2 splice enh 1.2%, ALDH1A1 block 5.0%, JMJD2E inh -9.7%, GAA glycogen mod -0.9% and GAA spleen mod 4.5%.
For CCOC(=O)C1(CC2CCCCO2)CCN(S(=O)(=O)c2cc(C)cs2)CC1 (configuration not stated) the results were GLA spleen mod -8.8%, GoLoco inh red -15.1%, GAA inhib inconclusive, ALDH1A1 block 10µM*, JMJD2E inh -1.0%, GAA glycogen mod 3.5% and GAA spleen mod -3.2%.
Cc1cc(C)cc(CC(Cc2nc3ccccc3[nH]2)c2nc3ccccc3[nH]2)c1 (configuration not stated) was read as GLA spleen mod 2.3%, GoLoco inh red -10.1%, GAA inhib inconclusive, SMN2 splice enh -54.6%[inhibitor], ALDH1A1 block 2.7%, JMJD2E inh -1.8%, GAA glycogen mod -4.2% and GAA spleen mod -2.7%.
Screening O=C(C(=O)N1CCCC1CO)N1CCCC1CO (configuration not stated) returned GLA spleen mod -17.0%, GoLoco inh red -3.2%, GAA inhib 7.5%, ALDH1A1 block 7.2%, JMJD2E inh -7.7%, GAA glycogen mod 1.7% and GAA spleen mod 0.4%.
CC1CCCC(C)N1C(=O)CSc1nc2ncnc(N)c2[nH]1 (configuration not stated) was read as GLA spleen mod 1.4%, GoLoco inh red 3.7%, GAA inhib -1.3%, SMN2 splice enh 11.1%, ALDH1A1 block inconclusive, JMJD2E inh 1.8%, GAA glycogen mod 12.0% and GAA spleen mod -1.5%.
For Cc1cccc(S(=O)(=O)N(CC(=O)Nc2ccccc2C)Cc2ccco2)c1 the results were GLA spleen mod 7.2%, GoLoco inh red -2.1%, GAA inhib -8.6%, SMN2 splice enh -10.3%, ALDH1A1 block -7.2%, JMJD2E inh -0.2%, GAA glycogen mod 5.5% and GAA spleen mod -6.7%.
Cc1ccc[n+](CC(=O)Nc2ccc([N+](=O)[O-])cc2Cl)c1 was read as GLA spleen mod 4.5%, GoLoco inh red 3.0%, GAA inhib -5.8%, SMN2 splice enh 15.2%, ALDH1A1 block 15.8µM*, JMJD2E inh -0.1%, GAA glycogen mod -1.4% and GAA spleen mod 0.9%.
Screening Cc1c(CCC(=O)O)c(=O)oc2cc3occ(-c4ccccc4)c3cc12 returned GLA spleen mod 7.3%, GoLoco inh red 5.0%, GAA inhib 4.8%[15.4 µM], ALDH1A1 block 2.5%, JMJD2E inh inconclusive, GAA glycogen mod 1.6% and GAA spleen mod 2.9%.
Screening CC(c1c(O)c2ccccc2[nH]c1=O)C1(C)CCC(O)C(C)(C)O1 (configuration not stated) returned GLA spleen mod -3.1%, GoLoco inh red 4.4%, ALDH1A1 block 0.3%, JMJD2E inh -5.2%, GAA glycogen mod 15.8% and GAA spleen mod -2.3%.
Screening NCCC[C@@H](CC(=O)N[C@@H]1CCNC[C@H]1C(=O)N[C@H](CC(=O)N[C@@H](CCC(=O)O)CC(=O)O)Cc1c[nH]c2ccccc12)NC(=O)C[C@H](CO)NC(=O)[C@@H]1CNCC[C@H]1N returned GLA spleen mod 7.2%, GoLoco inh red 1.3%, SMN2 splice enh -5.9%, ALDH1A1 block inconclusive, JMJD2E inh 5.9% and GAA spleen mod 4.9%.
Screening COc1ccc(Nc2nc(C)nc3c2nnn3Cc2ccccc2)cc1OC returned GLA spleen mod 11.0%, GoLoco inh red 4.0%, GAA inhib 3.3%, SMN2 splice enh -78.2%[inhibitor], ALDH1A1 block inconclusive, JMJD2E inh 4.8%, GAA glycogen mod 4.5% and GAA spleen mod -7.7%.
`CCOc1ccc(Br)cc1S(=O)(=O)Nc1ccc(NC(=O)c2ccccc2C)cc1` gave GLA spleen mod -3.5%, GoLoco inh red 13.1%, GAA inhib 2.5%, SMN2 splice enh inconclusive, ALDH1A1 block 3.0%, JMJD2E inh 4.2%, GAA glycogen mod 1.4% and GAA spleen mod -3.7%.
Screening Cc1nc(SCC(=O)NCCc2ccccc2)c2oc3ccccc3c2n1 returned GLA spleen mod -2.4%, GoLoco inh red 5.7%, GAA inhib -4.1%, SMN2 splice enh 20.1%, ALDH1A1 block -1.0%, JMJD2E inh -1.0%, GAA glycogen mod 0.1% and GAA spleen mod -10.7%.
For Cc1ccc(-n2nc(C)c(Sc3ccccc3[N+](=O)[O-])c2N)cc1 the results were GLA spleen mod 3.4%, GoLoco inh red -0.4%, GAA inhib 1.4%, SMN2 splice enh -21.3%, ALDH1A1 block 10µM*, JMJD2E inh -5.8%, GAA glycogen mod 11.9% and GAA spleen mod -4.6%.
Cc1ccc(O)c(NC2=C(Cl)C(=O)N(Cc3ccccc3)C2=O)c1 was read as GLA spleen mod -0.4%, GoLoco inh red 0.4%, GAA inhib -10.0%, SMN2 splice enh 3.0%, ALDH1A1 block 2.82µM*, JMJD2E inh 22.4µM*, GAA glycogen mod inconclusive and GAA spleen mod -0.6%.
For Cc1ccc(OCc2nc(-c3ccc(-n4cccc4)cc3)no2)cc1C the results were GLA spleen mod -1.5%, GoLoco inh red 1.4%, GAA inhib -3.3%, SMN2 splice enh -20.8%, ALDH1A1 block 4.6%, JMJD2E inh -6.3%, GAA glycogen mod -13.2% and GAA spleen mod -3.9%.

Two records drawn at random from the list so far:
Screening Cc1nc(SCC(=O)NCCc2ccccc2)c2oc3ccccc3c2n1 returned GLA spleen mod -2.4%, GoLoco inh red 5.7%, GAA inhib -4.1%, SMN2 splice enh 20.1%, ALDH1A1 block -1.0%, JMJD2E inh -1.0%, GAA glycogen mod 0.1% and GAA spleen mod -10.7%.
Screening Cc1c(CCC(=O)O)c(=O)oc2cc3occ(-c4ccccc4)c3cc12 returned GLA spleen mod 7.3%, GoLoco inh red 5.0%, GAA inhib 4.8%[15.4 µM], ALDH1A1 block 2.5%, JMJD2E inh inconclusive, GAA glycogen mod 1.6% and GAA spleen mod 2.9%.

Next structures
For CCc1ccc(-c2nc(-c3ccncc3)no2)cc1 the results were GLA spleen mod 0.4%, GoLoco inh red -15.3%, GAA inhib 1.2%, SMN2 splice enh 7.94µM*, ALDH1A1 block 16.7%, JMJD2E inh 7.9%, GAA glycogen mod -1.1% and GAA spleen mod -3.9%.
For NC(=O)CC1NC(=O)c2cc([N+](=O)[O-])cc(I)c2OCCC(C(N)=O)NC(=O)[C@@H]2CCCN2C1=O (some centres not stated) the results were GLA spleen mod -2.3%, GoLoco inh red 2.1%, GAA inhib 4.4%, SMN2 splice enh 1.7%, ALDH1A1 block 11.9%, JMJD2E inh -4.5%, GAA glycogen mod 4.3% and GAA spleen mod 3.6%.
Screening O=[N+]([O-])c1ccc(NCCNS(=O)(=O)c2ccccc2)c(C(F)(F)F)c1 returned GLA spleen mod -2.5%, GoLoco inh red 1.8%, GAA inhib -5.8%, SMN2 splice enh -9.3%, ALDH1A1 block inconclusive, JMJD2E inh 0.6%, GAA glycogen mod -5.7% and GAA spleen mod -11.7%.
`CC(C)Cc1nc(Cl)c(C#N)c2c1CCC2` gave GLA spleen mod 3.2%, GoLoco inh red 2.1%, GAA inhib -5.2%, ALDH1A1 block -9.1%, JMJD2E inh 1.5%, GAA glycogen mod -2.3% and GAA spleen mod 2.2%.
Screening Cc1cc(NC(=O)CCNS(=O)(=O)c2cc(Br)cnc2N)ccc1Br returned GLA spleen mod -9.5%, GoLoco inh red 5.6%, GAA inhib -8.2%, SMN2 splice enh -25.4%, ALDH1A1 block -0.4%, JMJD2E inh -3.9%, GAA glycogen mod -18.6% and GAA spleen mod 2.6%.
For CCOC(=O)c1ccc(N2CCN(c3ccc(F)cc3)CC2)c(NC(=O)Nc2cccc(OC)c2)c1 the results were GLA spleen mod 1.5%, GoLoco inh red 4.9%, GAA inhib -0.4%, SMN2 splice enh -10.0%[1.84 µM], ALDH1A1 block -9.2%, JMJD2E inh inconclusive, GAA glycogen mod 6.5% and GAA spleen mod -0.9%.
`O=C(CN(C(=O)c1csnn1)c1cccc(F)c1)NCc1ccc(F)cc1` gave GLA spleen mod 1.6%, GoLoco inh red 18.8%, GAA inhib -4.7%, ALDH1A1 block 5.3%, JMJD2E inh -1.3%, GAA glycogen mod 12.0% and GAA spleen mod 3.0%.
`COc1ccc(N(CCN2C(=O)c3ccccc3C2=O)C(=O)c2cccc([N+](=O)[O-])c2)cc1` gave GLA spleen mod 17.8%, GAA inhib 7.7%, ALDH1A1 block 4.0%, JMJD2E inh -3.5%, GAA glycogen mod 3.7% and GAA spleen mod -1.1%.
`COc1ccc(-c2cc(C(=O)NCc3cccnc3)no2)cc1` gave GLA spleen mod 3.8%, GoLoco inh red 12.5%, GAA inhib -5.8%, SMN2 splice enh 7.3%, ALDH1A1 block 0.4%, JMJD2E inh inconclusive, GAA glycogen mod 6.4% and GAA spleen mod 2.4%.
`COc1ccc(NC(=O)C2CCN(C(=O)c3ccccc3)CC2)c(OC)c1` gave GLA spleen mod 4.6%, GoLoco inh red 5.1%, GAA inhib -3.5%, SMN2 splice enh -14.1%, ALDH1A1 block 1.58µM*, JMJD2E inh 1.3%, GAA glycogen mod 2.7% and GAA spleen mod 0.5%.
CO/N=C(\C)c1ncc(C(F)(F)F)cc1N1CCOCC1 was read as GLA spleen mod -0.2%, GoLoco inh red -7.7%, GAA inhib -2.6%, SMN2 splice enh 2.0%, ALDH1A1 block 3.4%, JMJD2E inh -7.2%, GAA glycogen mod 2.6% and GAA spleen mod -0.5%.

Assay outcomes as filed in PubChem.

These rows are one share of the data. The share of hits here may be higher or lower than overall.
